CHRM4 agonist: human M4 muscarinic receptor agonists, primary screen, CHO-K1 cells, Fluo-8 calcium fluorescence; Muscarinic acetylcholine receptor M4 (Homo sapiens), P08173; CHO-K1 hM4/Gqi5; vehicle 0%, full acetylcholine response 100%; activation, % at 3 µM; hit rate 0.14% among 360,000;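 active = activation above the run mean over all test wells plus 3 SD, cut at about 32% in these data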;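 also: peak over basal fluorescence ratio per well then scaled between controls; 0% = DMSO wells and 100% = acetylcholine at EC100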
Target sequence (P08173 whole entry, looked up): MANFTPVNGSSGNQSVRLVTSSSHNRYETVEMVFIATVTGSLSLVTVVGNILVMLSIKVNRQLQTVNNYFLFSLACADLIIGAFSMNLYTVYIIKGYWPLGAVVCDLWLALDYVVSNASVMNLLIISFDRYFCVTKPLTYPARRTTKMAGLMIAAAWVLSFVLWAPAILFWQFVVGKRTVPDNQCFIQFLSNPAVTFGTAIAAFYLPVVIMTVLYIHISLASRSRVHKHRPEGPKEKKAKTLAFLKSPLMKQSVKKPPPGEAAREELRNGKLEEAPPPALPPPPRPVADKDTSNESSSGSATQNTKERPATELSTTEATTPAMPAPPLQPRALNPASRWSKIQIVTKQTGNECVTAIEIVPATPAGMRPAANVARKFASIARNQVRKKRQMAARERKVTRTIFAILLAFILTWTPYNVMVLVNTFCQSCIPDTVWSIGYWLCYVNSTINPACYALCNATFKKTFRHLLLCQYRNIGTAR
CRFR2-BP antag: antagonists of CRF-BP/CRF-R2 complex, primary screen, cell-based, HEK293, calcium dye fluorescence, uHTS | inhibition, % at 11.8 µM | hit rate 0.59% among 350,000 | AID 588475, 2011 | CRF-induced calcium fluorescence;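 active = inhibition of the ligand-induced calcium signal above about 50% at the single tested concentration, limit read from the data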
M4 PAM: human M4 muscarinic receptor positive allosteric modulators, primary screen, CHO-K1 cells, Fluo-8 calcium fluorescence; activation, % at 3 µM; Muscarinic acetylcholine receptor M4 (Homo sapiens), P08173; CHO-K1 hM4/Gqi5, ACh EC20; 0% = ACh EC20, 100% = maximal ACh; AID 624126, 2012; hit rate 0.4% among 360,000;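 active = activation above its plate's cutoff, the mean activation of sample wells plus 3 SD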; also: some results filed as inactive read as strong as hits
CRFBP-R2 agonist: agonists of CRF-BP/CRF-R2 complex, primary screen, cell-based, HEK293, calcium dye fluorescence, uHTS | CRF-binding protein / CRF receptor 2 complex (human) | calcium dye fluorescence (FLIPR); percent of saturating CRF peptide response | activation, % at 13.2 µM | hit rate 0.46% among 350,000 | AID 588473, 2011;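 active = activation of at least 50%, plus an integration ratio under a set limit after plate pattern correction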;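 also: plate controls were neutral control wells without compound for no effect and CRF at EC100 for full effect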
CHRM4 antagonist: human M4 muscarinic receptor antagonists, primary screen, CHO cells, Fluo-8 calcium fluorescence; Muscarinic acetylcholine receptor M4 (Homo sapiens), P08173; hit rate 0.73% among 360,000; inhibition, % at 3 µM; CHO-hM4 cells, ACh EC80;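 active = inhibition above its plate's cutoff, the mean inhibition of sample wells plus 3 SD, cut at about 27% in these data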;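 also: 0% = acetylcholine EC80 with DMSO and 100% = DMSO without agonist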
CHRM5 agonist: human M5 muscarinic receptor agonists, primary screen, CHO-K1 cells, Fluo-8 calcium fluorescence; Muscarinic acetylcholine receptor M5 (Homo sapiens), P08912; CHO-K1 hM5 cells; 0% DMSO wells, 100% maximal acetylcholine response; activation, % at 3 µM; hit rate 0.19% among 360,000;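 active = activation above the run's mean over test compounds plus 3 SD, cut at about 23% in these data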;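 also: signal is peak over basal fluorescence ratio across the kinetic read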
Target sequence (P08912 whole entry, looked up): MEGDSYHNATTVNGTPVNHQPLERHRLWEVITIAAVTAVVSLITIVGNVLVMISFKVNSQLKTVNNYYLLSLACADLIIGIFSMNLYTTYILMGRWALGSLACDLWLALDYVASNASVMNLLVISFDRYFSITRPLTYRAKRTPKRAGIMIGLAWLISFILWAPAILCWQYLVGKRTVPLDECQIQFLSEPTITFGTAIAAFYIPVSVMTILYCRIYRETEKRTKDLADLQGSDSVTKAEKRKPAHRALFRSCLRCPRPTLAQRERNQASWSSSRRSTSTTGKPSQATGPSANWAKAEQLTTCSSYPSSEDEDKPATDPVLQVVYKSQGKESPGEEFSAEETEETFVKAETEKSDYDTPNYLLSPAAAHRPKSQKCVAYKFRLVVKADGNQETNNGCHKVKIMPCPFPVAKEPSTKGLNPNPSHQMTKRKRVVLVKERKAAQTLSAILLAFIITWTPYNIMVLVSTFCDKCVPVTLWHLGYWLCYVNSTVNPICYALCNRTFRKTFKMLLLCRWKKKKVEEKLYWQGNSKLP
CHRM1 PAM: human M1 muscarinic receptor positive allosteric modulators, primary screen, CHO-K1 cells, Fluo-8 calcium fluorescence, 1536-well; CHO-K1 hM1, ACh EC20; 0% = ACh EC20, 100% = maximal ACh; activation, % at 3 µM; hit rate 0.088% among 360,000; AID 588819, 2011; Muscarinic acetylcholine receptor M1 (Homo sapiens), P11229; in the data active = activation above about 19%, passing the limit was not always enough
CHRM5 antagonist: human M5 muscarinic receptor antagonists, primary screen, CHO cells, Fluo-8 calcium fluorescence. hit rate 0.59% among 360,000. Muscarinic acetylcholine receptor M5 (Homo sapiens), P08912. AID 624040, 2012. CHO-hM5 cells, ACh EC80. inhibition, % at 3 µM;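 active = inhibition above a per-plate cutoff, the mean of that plate's test compounds plus 3 SD, cut at about 27% in these data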;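 also: 0% = acetylcholine EC80 with DMSO and 100% = DMSO without agonist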
CHRM5 PAM: human M5 muscarinic receptor positive allosteric modulators, primary screen, CHO-K1 cells, Fluo-8 calcium fluorescence. CHO-K1 hM5, ACh EC20 PAM; 0% = ACh EC20, 100% = ACh EC100. activation, % at 3 µM. hit rate 0.3% among 360,000;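 active = activation above the run cutoff, the mean activation of all test compounds plus 3 SD, cut at about 18% in these data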
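system = human M5 receptor in CHO-K1 cells | reagent = EC20 acetylcholine as agonist stimulus | compound dosing = single-point, 3 µM nominal | incubation = Fluo-8 loading 80 min at 37 °C plus 30 min room temperature | detection = Fluo-8 calcium dye fluorescence, kinetic read | benchmarks = low control EC20 acetylcholine (0%), high control EC100 acetylcholine (100%)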
* marks the source's active call; other numbers are inactive results; / = no result given. The order is random. About 2.6% of those tested had a hit in this group.

SMILES	CHRM4 agonist	CRFR2-BP antag	M4 PAM	CRFBP-R2 agonist	CHRM4 antagonist	CHRM5 agonist	CHRM1 PAM	CHRM5 antagonist	CHRM5 PAM
O=c1cc(CSc2ccccc2)[nH]c2ccccc12	5	0	-7	0.0	6	4	2	16	-7
CCOC(=O)NC(=O)COC(=O)CNC(=O)c1ccc(OCC)c(OCC)c1	-2	10	0	-1.4	2	4	10	-1	12
COCCCn1c(SCC(=O)N2CCc3ccccc32)nnc1-c1ccoc1C	1	28	3	-1.6	5	-2	6	-1	1
CC(=O)c1cc2c(cc1NC(=O)CN1CCCCCC1)OCO2	-1	-2	-8	-0.4	12	-1	-1	-3	2
CCOC(=O)C1=C(c2ccccc2)Nc2ncnn2C1c1cc(OC)cc(OC)c1OC (stereo unspecified)	1	9	-9	-2.5	16	0	7	-1	3
Nc1nc2ccc(Oc3ccccc3)cc2s1	1	13	2	0.8	3	-5	3	2	-8
CCC(=O)N1CCN(c2c(Cl)cccc2[N+](=O)[O-])CC1	1	-4	2	-3.0	-12	-3	3	-4	2
CCCCOP(=O)(c1ccc(N(C)C)cc1)C(O)c1ccc(N(C)C)cc1 (stereo unspecified)	0	20	-6	-3.3	10	-1	2	10	-8
Cc1ccc(N2C(=O)CN(Cc3sccc3C)C2=S)cc1C	-1	21	4	-0.3	-7	-3	1	-1	-4
O=C(O)C(=Cc1ccccc1)Cc1ccccc1	1	16	8	-4.0	-12	3	1	4	2
COC(=O)CN1C(=O)[C@H]2[C@@H](c3ccc(C)o3)N3C(=O)CN(Cc4ccccc4)C(=O)[C@@]3(Cc3ccccc3)[C@H]2C1=O	0	7	6	4.0	-10	-3	14	2	0
CN(C)CCCNC(=O)c1ccc(-c2cc(O)c3ncccc3c2)cc1	1	5	0	-2.3	2	1	7	2	9
CN(NS(=O)(=O)c1ccc(Cl)cc1)c1nc(C(F)(F)F)nc2ccccc12	1	-8	-2	-0.9	-1	1	9	7	-5
O=C(/C=C/c1cccc([N+](=O)[O-])c1)NCCN1C(=O)S/C(=C\c2ccc(F)cc2)C1=O	1	-4	7	0.1	0	-1	12	-3	-1
CC1C(=O)N(Cc2cn(Cc3ccco3)nn2)CCS(=O)(=O)N1Cc1ccc(-c2ccc(Cl)c(Cl)c2)cc1 (stereo unspecified)	4	3	0	-1.8	-3	2	7	-6	6
COc1cccc(NC(=O)COC(=O)c2c(F)cccc2F)c1	1	2	-3	-1.8	4	-1	6	-3	6
CSc1ccc(/C=N/N2CCN(C)CC2)cc1	4	-14	7	-0.2	0	-6	13	7	6
O/N=C1/CC/C(=N\O)c2nn(-c3ccccc3)nc21	1	6	-2	0.7	1	-1	8	1	-1
COc1ccc(Oc2ccc(/C=C/C(=O)c3ccc(O)cc3)cc2[N+](=O)[O-])cc1	5	29	-10	2.1	4	-1	-14	14	-14
CNC(=O)C1CC(=O)N(CCc2ccccc2)C(=Nc2ccc(OC)cc2)S1 (stereo unspecified)	4	45	-3	-2.4	-5	1	13	6	0
COc1cccc(-n2c(-c3ccc4[nH]c(C)c(C)c4c3)n[nH]c2=S)c1	3	-16	-2	-1.6	0	11	6	-4	-3
Cc1cc(C)n(CC(C)NC(=O)CCc2nnc(CCc3ccccc3)o2)n1 (stereo unspecified)	1	23	-2	-0.3	-5	4	3	-6	-1
O=C1OC(c2ccccc2)Sc2ccccc21 (stereo unspecified)	5	37	0	-8.7	-15	-9	5	4	-10
Cc1ccc(S(=O)(=O)Nc2cccnc2Oc2ccc(Cl)cc2)cc1	1	-11	-15	-0.8	2	0	0	-1	4
CC(=O)Nc1ccc(/C=C(\C#N)C(=O)NCc2ccccc2)cc1	2	-12	-2	1.2	0	-1	3	-3	-4
CC(C)c1csc(CN2CCN(Cc3ccccc3)C(CCO)C2)n1 (stereo unspecified)	2	14	-7	-1.3	5	-8	4	11	3
C[C@@H]1COC(=O)[C@@H](Cc2ccc(F)cc2)C/C=C\C[C@@H](CC(=O)NCCO)C(=O)N1	0	-9	-2	1.6	12	0	5	5	-1
CN(c1cc2c(c3c1ccn3C)C1CCC2C1)C1CCCCC1 (stereo unspecified)	-1	/	-6	/	5	0	-6	8	0
Cc1ccc(N2CC(C(=O)NCC3CCCO3)CC2=O)cc1Cl (stereo unspecified)	1	0	1	-1.5	2	2	6	3	5
Cc1ccc(S(=O)(=O)NC(=O)Nc2nnc(C)s2)cc1	0	6	11	-3.2	-13	-6	1	-7	13
O=C1/C(=N\O)Cc2ccccc21	2	10	1	0.2	3	0	9	-1	-4
CCOC(=O)c1c(C)[nH]c(O)c1C=Nc1ccc(C(F)(F)F)cc1	0	14	-1	7.1	8	0	0	13	0
Cc1nc(C(F)(F)F)ccc1C(=O)NN1CCOCC1	0	0	4	-1.2	-7	-3	4	-6	10
COc1ccccc1NC(=O)c1ccccc1S(=O)(=O)c1ccc([N+](=O)[O-])cc1	0	9	0	-9.8	-11	-5	3	20	-9
CC1=NN(c2nc(-c3ccc(C)cc3)cs2)C(=O)C1N=Nc1cccc(C)c1 (stereo unspecified)	1	17	-1	-0.8	0	1	4	-3	0
C[C@]12C=CC(=O)C=C1CCC1C2CC[C@@]2(C)C1CCC21OCCO1 (stereo partly specified)	4	18	-1	-2.7	1	0	-3	5	-1
CC(Oc1ccc2ccc(=O)oc2c1)C(=O)c1ccccc1 (stereo unspecified)	2	26	0	0.1	4	-3	6	-8	3
O=C(CSc1nc2ccccc2c(=O)n1-c1ccccc1)N1CCCC1	-1	18	6	-0.8	6	0	-4	2	1
CCOc1ccc(C(=O)N/N=C/c2cc(Cl)ccc2[N+](=O)[O-])cc1	0	11	6	-1.6	6	-1	13	2	0
CC(N)C12CC3CC(CC(O)(C3)C1)C2 (stereo unspecified)	1	9	3	-2.6	-9	2	4	8	-3
Cc1cc(C)n(CCNC(=O)[C@H]2O[C@@H](n3cnc4c(N)ncnc43)[C@H](O)[C@@H]2O)n1	1	/	3	/	-1	2	3	4	3
COc1ccc2ccc(=O)oc2c1CC(=O)C(C)C	0	2	2	-2.6	-18	0	-2	7	-4
CCOc1cc(C(=O)NC)cc(Br)c1OCc1ccccc1	-1	10	8	-3.0	-5	-5	2	0	15
COc1ccc(CC(=O)N2CCOCC2)cc1	1	1	-1	-1.0	0	0	12	-3	6
CCCCOC(=O)c1ccc(NC(=O)CSc2nncn2C)cc1	0	3	0	-0.5	-3	-1	4	4	-11
COc1ccc(C(C)=O)cc1COC(=O)c1ccc2ccccc2n1	1	-2	1	1.0	-8	0	-7	-4	-7
CCCCNC(=O)c1cc2nc(-c3ccccc3)cc(C(F)(F)F)n2n1	1	-19	1	1.6	3	-2	3	-5	4
CCc1cc2c(SCc3ccc(C(=O)OC)o3)ncnc2s1	1	11	-8	-0.5	2	-4	-8	-5	4
COc1ccccc1-n1c(SCC(=O)Nc2cc(C)on2)nc2c(c1=O)SCC2	1	-7	15	-1.9	9	-2	3	3	3
CN1CCN(CCNC(=O)Nc2ccccc2C(F)(F)F)CC1	1	24	2	-0.9	-11	-2	4	-6	-1

Remaining list, next part.
SMILES	CHRM4 agonist	CRFR2-BP antag	M4 PAM	CRFBP-R2 agonist	CHRM4 antagonist	CHRM5 agonist	CHRM1 PAM	CHRM5 antagonist	CHRM5 PAM
O=C(Oc1cccc2cccnc12)c1ccc(N2C(=O)C3C4CCC(C4)C3C2=O)cc1 (stereo unspecified)	1	20	26*	-4.0	10	2	2	2	7
CCN1C(=O)C(CC(=O)Nc2ccccc2Cl)N(NC(=O)c2cccc(F)c2)C1=S (stereo unspecified)	9	-9	1	-2.8	-9	3	4	7	-2
COc1ccc(NC(=O)N(C)C[C@@H]2OCc3cnnn3CCCC(=O)N([C@@H](C)CO)C[C@H]2C)cc1	1	15	-5	4.5	-1	-2	-13	-5	-5
O=C(CCn1cncn1)N1CCCC(N2CCN(c3cccc(C(F)(F)F)c3)CC2)C1 (stereo unspecified)	2	-9	-1	-0.4	-2	-1	-6	8	-1

13 entries from above in a different format:
Order of results: CHRM4 agonist | CRFR2-BP antag | M4 PAM | CRFBP-R2 agonist | CHRM4 antagonist | CHRM5 agonist | CHRM1 PAM | CHRM5 antagonist | CHRM5 PAM
> COc1ccc2ccc(=O)oc2c1CC(=O)C(C)C
→ 0 | 2 | 2 | -2.6 | -18 | 0 | -2 | 7 | -4
> CCOc1cc(C(=O)NC)cc(Br)c1OCc1ccccc1
→ -1 | 10 | 8 | -3.0 | -5 | -5 | 2 | 0 | 15
> COc1ccc(CC(=O)N2CCOCC2)cc1
→ 1 | 1 | -1 | -1.0 | 0 | 0 | 12 | -3 | 6
> CCCCOC(=O)c1ccc(NC(=O)CSc2nncn2C)cc1
→ 0 | 3 | 0 | -0.5 | -3 | -1 | 4 | 4 | -11
> COc1ccc(C(C)=O)cc1COC(=O)c1ccc2ccccc2n1
→ 1 | -2 | 1 | 1.0 | -8 | 0 | -7 | -4 | -7
> CCCCNC(=O)c1cc2nc(-c3ccccc3)cc(C(F)(F)F)n2n1
→ 1 | -19 | 1 | 1.6 | 3 | -2 | 3 | -5 | 4
> CCc1cc2c(SCc3ccc(C(=O)OC)o3)ncnc2s1
→ 1 | 11 | -8 | -0.5 | 2 | -4 | -8 | -5 | 4
> COc1ccccc1-n1c(SCC(=O)Nc2cc(C)on2)nc2c(c1=O)SCC2
→ 1 | -7 | 15 | -1.9 | 9 | -2 | 3 | 3 | 3
> CN1CCN(CCNC(=O)Nc2ccccc2C(F)(F)F)CC1
→ 1 | 24 | 2 | -0.9 | -11 | -2 | 4 | -6 | -1
> O=C(Oc1cccc2cccnc12)c1ccc(N2C(=O)C3C4CCC(C4)C3C2=O)cc1 (stereo unspecified)
→ 1 | 20 | 26* | -4.0 | 10 | 2 | 2 | 2 | 7
> CCN1C(=O)C(CC(=O)Nc2ccccc2Cl)N(NC(=O)c2cccc(F)c2)C1=S (stereo unspecified)
→ 9 | -9 | 1 | -2.8 | -9 | 3 | 4 | 7 | -2
> COc1ccc(NC(=O)N(C)C[C@@H]2OCc3cnnn3CCCC(=O)N([C@@H](C)CO)C[C@H]2C)cc1
→ 1 | 15 | -5 | 4.5 | -1 | -2 | -13 | -5 | -5
> O=C(CCn1cncn1)N1CCCC(N2CCN(c3cccc(C(F)(F)F)c3)CC2)C1 (stereo unspecified)
→ 2 | -9 | -1 | -0.4 | -2 | -1 | -6 | 8 | -1

Screening data deposited in PubChem by several laboratories.
